# Assay outcomes as filed in PubChem.
# TIM10 inh – growth inhibitors of TIM10 yeast strain | S. cerevisiae TIM10 strain growth, BacTiter-Glo luminescence, 24 h | inhibition, % at 10 µM | 1.4% of 330,000 active;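 active = inhibition of 40% or more at the single tested concentration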;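 also: wild-type TIM10 isogenic control strain grown at permissive 25 °C; 0% = DMSO yeast wells and 100% = minimal medium wells without yeast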
# NALP3 yeast inh – NALP3 inhibition in yeast; AID 2825; Yeast reconstituted NLRP3/ASC/caspase-1, beta-gal luminescence, 24 h; inhibition, % at 10 µM; 0.39% of 330,000 active;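 active = inhibition of 50% or more; inactive = inhibition below 50%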;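 also: plate controls were induced DMSO wells for no effect and uninduced yeast grown without galactose for full effect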
# APJ ag – agonists of human APJ apelin receptor | CHO-K1 APJ PathHunter beta-arrestin, luminescence; 0% DMSO wells, 100% apelin | 0.11% of 330,000 active | P35414 | activation, % at 20 µM | AID 2520;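 active = activation more than six SD over the plate average, tested at 20 µM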;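 also: 0% = DMSO alone and 100% = apelin-13 at 10 nM; some results filed as inactive read as strong as hits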
#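 Test system – PathHunter CHO-K1 APJ (AGTRL-1) beta-arrestin reporter cells · Input – 1000 cells/well · Compound – single test compound dose, 20 µM final, 1% DMSO · Times – compound stimulation 90 min at 25 °C, detection 60 min · Technique – beta-gal luminescence · Read-out basis – APJ–arrestin association signal · Control set – negative DMSO alone, positive Apelin-13 at 10 nM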
# Mdm2 MdmX PPI – human Mdm2/MdmX binding inhibition; O15151+Q00987; SaOS-2 split-luciferase Mdm2/MdmX complementation, luminescence; inhibition, % at 8 µM; 3% of 330,000 active;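 active = inhibition of at least 50% at 8 µM in the primary screen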
# Target sequence (O15151 whole entry, looked up): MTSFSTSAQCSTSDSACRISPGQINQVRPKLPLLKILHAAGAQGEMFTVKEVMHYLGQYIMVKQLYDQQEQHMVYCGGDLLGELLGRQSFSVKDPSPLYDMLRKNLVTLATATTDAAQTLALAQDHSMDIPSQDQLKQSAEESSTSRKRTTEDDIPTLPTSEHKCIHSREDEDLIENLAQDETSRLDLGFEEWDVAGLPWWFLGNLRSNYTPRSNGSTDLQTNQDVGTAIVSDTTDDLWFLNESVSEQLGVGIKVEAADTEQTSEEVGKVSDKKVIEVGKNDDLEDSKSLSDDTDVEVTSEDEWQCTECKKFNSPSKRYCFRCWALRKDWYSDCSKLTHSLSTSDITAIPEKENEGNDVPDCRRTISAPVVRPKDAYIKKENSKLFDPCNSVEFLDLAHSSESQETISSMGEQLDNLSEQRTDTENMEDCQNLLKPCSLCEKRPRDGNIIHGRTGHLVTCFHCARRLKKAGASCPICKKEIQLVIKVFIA
# Target sequence (Q00987 whole entry, looked up): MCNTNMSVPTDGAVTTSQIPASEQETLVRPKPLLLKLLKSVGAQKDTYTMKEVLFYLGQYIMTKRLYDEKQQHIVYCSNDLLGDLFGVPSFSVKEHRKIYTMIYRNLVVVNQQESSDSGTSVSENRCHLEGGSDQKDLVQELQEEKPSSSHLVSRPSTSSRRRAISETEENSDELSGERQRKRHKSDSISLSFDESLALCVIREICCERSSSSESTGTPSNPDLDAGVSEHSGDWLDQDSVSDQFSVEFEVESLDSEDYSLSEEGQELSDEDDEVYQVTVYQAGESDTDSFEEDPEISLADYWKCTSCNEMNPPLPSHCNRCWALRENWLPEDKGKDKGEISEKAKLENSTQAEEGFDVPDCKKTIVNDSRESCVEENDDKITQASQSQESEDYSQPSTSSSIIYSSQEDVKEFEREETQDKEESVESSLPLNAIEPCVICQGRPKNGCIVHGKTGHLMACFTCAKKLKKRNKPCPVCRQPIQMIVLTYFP
# CHOP UPR activ – apoptotic UPR (CHOP) activation; CHO-CHOP luciferase reporter, luminescence; percent of tunicamycin response over DMSO baseline; activation, % at 10 µM; 0.34% of 330,000 active;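 active = at 10 µM dose, activation of 40% or more, normalized to positive control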;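 also: 100% = tunicamycin at 10 µg/mL and 0% = DMSO alone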
#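 System: CHO CHOP reporter cells. Amount: 500 cells per well. Buffer or medium: F12 medium, 10% FBS. Compound dosing: one dose, 10 µM in 0.5% DMSO. Incubation: 6 h compound exposure at 37 °C after overnight seeding. Technique: Steady-Glo luciferase luminescence. Benchmarks: tunicamycin and DMSO controls.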
# NR3A LBD binder – modulates the human NR3A ligand-binding domain; NR3A LBD differential scanning fluorimetry, Tm shift; 0% = protein alone, 100% = glycine-bound protein; Tm shift relative to glycine control, % at 25 µM; 2.5% of 340,000 active; AID 1259313;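 active = melting temperature shift of at least 10% of the positive control shift, at one fixed dose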
# tim10-1 inh – growth inhibitors of tim10-1 mutant yeast; S. cerevisiae tim10-1 ts strain growth, BacTiter-Glo, 24 h; inhibition, % at 20 µM; 2.2% of 330,000 active;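 active = inhibition of at least 40%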;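 also: mutant grown at 25 °C; 0% = DMSO wells with yeast and 100% = wells holding no yeast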
# UPR XBP1 act – activators of adaptive arm of unfolded protein response (XBP1). CHO-XBP1 luciferase reporter, IRE1-XBP1 UPR activation, luminescence; percent of tunicamycin response, DMSO as zero. activation, % at 20 µM. 0.33% of 330,000 active;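 active = versus positive control, 20 µM dose yields 30% or more activation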;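 also: 100% = tunicamycin at 10 µg/mL and 0% = DMSO only wells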
#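 Material – CHO cell line with stable XBP1 luciferase reporter · Buffer or medium – F12 plus 10% FBS · Compound – single point, 20 µM final compound, 1% DMSO · Schedule – 16-18 h cell attachment at 37 °C, then 6 h compound exposure · Signal – Steady-Glo luminescence read · Benchmarks – high control tunicamycin 10 µg/mL final, low control DMSO vehicle only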
# tim23-1 inh – tim23-1 yeast growth inhibition. S. cerevisiae tim23-1 growth, BacTiter-Glo luminescence, 24 h. inhibition, % at 20 µM. AID 463212. 1.3% of 330,000 active;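 active = growth inhibition of the mutant yeast at or above 50%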;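 also: temperature-sensitive mutant grown at 25 °C; plate controls were DMSO-treated mutant yeast for no effect and medium wells lacking yeast for full effect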
# Numbers without * were called inactive; . = not tested or not shown.
SMILES,TIM10 inh,NALP3 yeast inh,APJ ag,Mdm2 MdmX PPI,CHOP UPR activ,NR3A LBD binder,tim10-1 inh,UPR XBP1 act,tim23-1 inh
CC(NC(=O)C1CCCN(S(=O)(=O)N2CCOCC2)C1)c1ccccc1 (centres undefined),-3,6,-5,9,-2.6,-1,-7,-8,-12
CCc1ccc(/C(C)=N/NC(=O)c2c[nH]c3ccccc23)s1,7,25,7,15,2.2,4,-1,-2,16
CCOC(=O)c1c(C)[n+]([O-])c2ccc3c(non3O)c12,-4,17,-4,13,-0.4,-1,-14,3,-1
N#CC1=C(c2ccc(-c3ccccc3)cc2)COC1=O,17,30,-1,16,1.3,-1,15,-3,22
O=C(Nc1nnc(-c2ccco2)s1)C1CC1,0,-1,-3,-15,5.5,-2,11,3,9
N#Cc1ccc(C(=O)N2CCN(C(=O)C3CCCO3)CC2)cc1 (centres undefined),-2,-4,1,17,-0.3,2,1,-2,-7
Cc1cc(C)c2c(N=NN3CCOCC3)[nH]nc2n1,3,16,-2,-2,1.3,1,9,1,5
Cc1c(-n2cc(C(=O)O)c(=O)c3cc(F)c(N4CCCC(O)C4)c(F)c32)c(=O)n(-c2ccccc2)n1C (centres undefined),0,19,-4,16,-1.4,-5,6,3,9
Nn1c(Cc2ccccc2)nc2ccccc2c1=O,30,13,-5,16,0.9,1,13,-3,10
COc1cccc(CN2CCN(CC(=O)Nc3ccccc3Cl)CC2)c1,7,22,-2,-5,-0.5,-3,5,-1,29
CN(C(=O)c1ccccc1C(=O)OCC(=O)c1ccccc1)c1ccccc1,0,11,-2,4,3.0,1,-6,-3,19
Cc1ccc2nc(N(CCCN(C)C)C(=O)CN3C(=O)c4ccccc4C3=O)sc2c1,11,15,-1,7,-0.3,-1,8,-1,18
O=C1C=C(NNC(=O)c2ccccc2Br)CCC1,9,-8,1,1,1.9,-1,5,2,3
CCCC(C)NC(=O)COc1ccc(S(=O)(=O)c2ccc(OCC(=O)NC(C)CCC)cc2)cc1 (centres undefined),-1,5,0,11,-0.5,0,20,-2,6
CCCCCC(=O)NNC(=O)Cc1ccc([N+](=O)[O-])cc1,-10,8,-3,2,-1.2,-1,-1,-3,1
Cc1ccc(NC(=O)c2cc3c(=O)oc4ccccc4c3s2)nc1,-15,1,-3,63*,1.0,-1,8,1,-11
COc1ccccc1NS(=O)(=O)c1cccc(C(=O)OCc2nc3ccccc3s2)c1,33,0,-3,9,5.2,-16,16,4,28
COc1ccc(C(=O)N/N=C/c2sc(=O)n(Cc3cccc(C(=O)O)c3)c2Cl)cc1,-5,5,-4,-1,1.1,-1,-7,2,11
Cc1ccc(NC(=S)Nc2ncccc2C)c(C)c1,6,44,-9,-69,3.0,2,37,1,26
CCC1OC(c2ccc([N+](=O)[O-])cc2)=Nc2ccccc21 (centres undefined),4,28,3,3,0.7,2,4,-5,14
COc1ccc(-c2cc(C(=O)N3CCCc4ccccc43)no2)cc1,31,2,-3,-58,0.6,1,19,3,35
NS(=O)(=O)c1ccc(N=C2C(=O)Nc3ccccc32)cc1,-2,-8,-3,0,0.0,0,15,0,11
COc1cc2c(cc1OC)/C(=C/c1ccc(Br)cc1)C(=O)OC2,-13,6,0,-7,0.3,-4,43*,6,49
O=C(NCCCN1CCCC1=O)c1cc(S(=O)(=O)N2CCOCC2)c(Cl)cc1Cl,4,0,7,0,2.2,0,6,-2,10
CC1=C(C(=O)Nc2ccccn2)C(c2cccnc2)n2nnnc2N1 (centres undefined),-2,10,2,1,-0.2,-1,-4,-1,9
COC(=O)c1cccc(C(=O)N2CCCC(C(=O)c3cccc(OC(C)C)c3)C2)c1 (centres undefined),5,11,0,4,0.2,-2,20,-4,22
CCNC(=O)COc1cc(C)c(Br)c(C)c1,-8,19,-1,16,-0.3,-3,-1,1,-13
Cc1nnc(NC(=O)CSc2nnc(CC(=O)Nc3ccccc3Cl)n2C)s1,-5,15,-4,15,2.4,3,14,3,18
COc1cc2nc(C)sc2cc1SC,-4,8,0,-23,-0.8,0,7,2,9
COc1ccccc1N1CN(S(=O)(=O)c2ccc(C)cc2)c2nc3ccccc3nc21,4,9,-2,4,-1.2,0,14,-3,15
Cc1ccc(-c2cc(C(=O)Nc3ccc4c(c3)OCCO4)c3ccccc3n2)cc1,21,14,-1,28,0.7,-1,31,-2,34
CN(CCOc1ccccc1)C(=O)c1cc(COc2c(F)cccc2F)on1,-4,11,1,-4,2.3,5,25,3,34
CC1CCN(CCCNC(=O)c2ccc(Cn3c(=S)[nH]c4ccc(Br)cc4c3=O)cc2)CC1,4,23,-5,19,3.3,.,-1,3,0
COc1ccc(C(=O)N(C)c2c(C)n(C)n(-c3ccccc3)c2=O)cc1OC,7,-2,-1,11,-1.0,-2,7,2,-4
CC1CCC(NC(=O)COC(=O)c2n[nH]c(=O)c3ccccc23)CC1 (centres undefined),13,10,-7,-6,0.3,0,15,-3,8
CCOC(=O)CCNCC1COc2ccccc2O1 (centres undefined),5,6,-4,3,0.1,-2,-21,-5,2
CCOC(=O)c1c(C)nc2c(C#N)cnn2c1C,3,-14,4,-10,1.9,-3,9,0,17
NS(=O)(=O)c1ccc(NC(=O)CN2C(=O)C3C4C=CC(C4)C3C2=O)cc1 (centres undefined),-16,2,0,19,0.0,-2,9,-4,11
CC(C)c1ccc(CN(C(=O)/C=C/c2ccco2)C2CCS(=O)(=O)C2)cc1 (centres undefined),7,5,-4,28,3.7,0,8,-2,4
Cc1occc1C(=O)Nc1nccs1,21,3,3,-30,-0.5,4,7,0,25
N#C/C(=C\c1c(N2CCCCC2)nc2ccccn2c1=O)C(=O)NCc1ccco1,-1,-1,0,28,2.4,-2,22,0,10
CN(C(=O)COC(=O)c1c[nH]c(=O)[nH]c1=O)C1CCCCC1,2,12,-3,-1,-0.2,-1,8,-1,9
Cc1n[nH]c(C)c1Sc1ccccc1N,-14,3,0,-5,0.3,0,8,-2,1
COc1ccccc1/C=C/C=N/n1c(-c2n[nH]c3c2CCC3)n[nH]c1=S,2,17,-6,47,-0.3,0,3,2,16
Cc1cc(Oc2ccccc2)nc(SCC(=O)Nc2ccccc2)n1,25,6,-2,8,-1.2,0,21,0,13
O=C(Nc1ccccc1Cl)C1C2CCC3C(CCC21)C3(Cl)Cl (centres undefined),2,14,0,-8,0.9,-1,17,3,9
Cc1ccc2cc(CCNC(=O)C(=O)c3c[nH]c4ccccc34)c(=O)[nH]c2c1,0,4,5,32,-0.5,-7,6,0,-2
OCC[C@H]1C[C@@H](O)[C@H](O)[C@@]2(CCc3ccccc3CO2)O1,1,11,-2,-1,1.9,3,11,-2,11
Cc1ccccc1NC(=O)/C(C#N)=C/c1ccsc1,27,5,0,18,3.2,-1,11,1,32
Nc1nonc1OCCN1CCN(c2ccc([N+](=O)[O-])c3cccnc23)CC1,24,5,1,2,-0.9,-3,15,-4,12
Cc1ccc(NS(=O)(=O)c2ccc3c(c2)OCCCO3)cc1S(=O)(=O)N1CCOCC1,-1,15,-2,-18,0.6,0,17,-4,9
CCN(CC(=O)Nc1ccc(NC(C)=O)cc1)C(=O)c1ccc(C(=O)c2ccccc2)cc1,-4,8,-2,9,0.5,1,-8,0,-7
CC(=O)c1cccc(N(CC(=O)O)S(C)(=O)=O)c1,-6,10,-3,27,-1.1,-3,8,-6,17
CCc1ccc(-n2c(=S)sc3c(=O)n(-c4ccccc4C)c(SCC(=O)O)nc32)cc1,2,17,0,15,-1.5,0,15,-3,6
FC(F)(F)c1nc2ccccc2nc1N/N=C\c1ccccc1,-3,32,-3,14,4.1,5,22,5,34
CCO[C@H]1OC(C(=O)N2CCN(C)CC2)=C[C@@H](c2ccc(C(F)(F)F)cc2)[C@@H]1CCCO,1,0,-3,18,0.8,1,-2,-5,5
COc1ccc(NC(=O)CN2CCCN(S(=O)(=O)c3ccc(F)cc3)CC2)cc1,11,12,-4,-7,0.1,2,22,-1,16
CC(C)(C)NC(=O)CN(C(=O)C(=O)Nc1ccc2c(c1)OCCO2)C1CC1,-1,-4,-5,7,1.1,-4,0,2,2
OCC(O)/C=N/Nc1nc2ccccc2s1 (centres undefined),6,11,-3,-3,-0.1,-2,4,-1,0
COC(C)(C)[C@]12CC(O)(c3ccccc3)ON1[C@H]1CCCCC1N2O (some centres undefined),-2,-1,-1,4,-0.1,-3,-13,-4,14

# Three entries from above, ordered by molecular weight, low to high.
SMILES,TIM10 inh,NALP3 yeast inh,APJ ag,Mdm2 MdmX PPI,CHOP UPR activ,NR3A LBD binder,tim10-1 inh,UPR XBP1 act,tim23-1 inh
OCC(O)/C=N/Nc1nc2ccccc2s1 (centres undefined),6,11,-3,-3,-0.1,-2,4,-1,0
COc1ccccc1N1CN(S(=O)(=O)c2ccc(C)cc2)c2nc3ccccc3nc21,4,9,-2,4,-1.2,0,14,-3,15
CC1CCN(CCCNC(=O)c2ccc(Cn3c(=S)[nH]c4ccc(Br)cc4c3=O)cc2)CC1,4,23,-5,19,3.3,.,-1,3,0

# Next section
SMILES,TIM10 inh,NALP3 yeast inh,APJ ag,Mdm2 MdmX PPI,CHOP UPR activ,NR3A LBD binder,tim10-1 inh,UPR XBP1 act,tim23-1 inh
CC(=O)N1c2ccc(S(=O)(=O)N(C)Cc3ccccc3)cc2CC1C (centres undefined),-6,0,10,8,-1.7,-1,11,-2,20
O=C(Nc1nc2ccc(S(=O)(=O)N3CCCC3)cc2s1)c1ccco1,24,-6,1,-7,2.1,-1,24,1,25
Cc1occc1C(=O)N/N=C/c1cccnc1,-7,-1,-1,-16,0.7,2,-14,-3,-3
O=C(NCC(c1ccco1)N1CCN(c2ccc(F)cc2)CC1)C(=O)NC1CCCC1 (centres undefined),4,10,-5,11,1.7,0,1,-4,11
Nn1c(SCC(=O)NNC(=O)c2ccccc2)nnc1-c1ccccc1F,-4,17,-5,0,0.2,-1,-11,0,-1
CN1CCN(c2nc3c(c(=O)n(C)c(=O)n3C)n2Cc2cccc(Br)c2)CC1,-3,28,-3,0,1.9,1,-2,1,-1
Clc1cccc(Cl)c1Cn1cc(Br)cn1,-4,-73,-3,8,-1.7,2,-3,-1,3
CCCCN1CCc2c([nH]c3ccccc23)C1=O,-13,44,0,-46,4.4,-3,-4,-1,0
COC(=O)C(C(=O)Nc1ccccc1C)C1CCCC1 (centres undefined),4,1,1,26,-0.3,0,15,-3,7

# Compound profiles, from the list above. Values in the order: TIM10 inh	NALP3 yeast inh	APJ ag	Mdm2 MdmX PPI	CHOP UPR activ	NR3A LBD binder	tim10-1 inh	UPR XBP1 act	tim23-1 inh
# Clc1cccc(Cl)c1Cn1cc(Br)cn1 is entered as -4	-73	-3	8	-1.7	2	-3	-1	3
# COC(=O)C(C(=O)Nc1ccccc1C)C1CCCC1 (centres undefined) is entered as 4	1	1	26	-0.3	0	15	-3	7
